# From PubChem BioAssay
# 14-3-3 PPI: modulators of 14-3-3 gamma protein binding, primary screen, biochemical, fluorescence polarization. FP, 14-3-3gamma / TMR-pS259-Raf peptide binding. inhibition, % at 40 µM. hit rate 0.19% among 160,000; in the data active = inhibition above about 30%;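 note: 0% = protein plus tracer without compound and 100% = blank with tracer alone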
# Target sequence (P61981 whole entry, looked up): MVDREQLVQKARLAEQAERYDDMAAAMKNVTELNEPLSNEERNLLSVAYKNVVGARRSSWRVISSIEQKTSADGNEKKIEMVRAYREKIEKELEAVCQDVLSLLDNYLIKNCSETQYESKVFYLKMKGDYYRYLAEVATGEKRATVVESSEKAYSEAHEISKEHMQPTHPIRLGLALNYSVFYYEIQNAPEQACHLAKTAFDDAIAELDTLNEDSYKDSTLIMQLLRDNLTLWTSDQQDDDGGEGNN
# Starred values were filed as active, the others as inactive; & = joins results of further samples.
SMILES,14-3-3 PPI
CC(C)CCNS(=O)(=O)c1cccc2nonc12,-3
CCCC(=O)Nc1ccc2oc(-c3ccc(O)c(Br)c3)nc2c1,-4
Cc1cc(C)cc(NC(=O)C2COc3ccccc3O2)c1 (centres undefined),1
Cc1c(Cl)cccc1NC(=O)CSc1nnc(CCNC(=O)OC(C)(C)C)o1,0
CCc1ccc(NC(=O)C2COc3ccccc3O2)cc1 (centres undefined),-12
COc1ccc(-c2nnn(CC(=O)c3ccc4c(c3)OCCO4)n2)cc1OC,-7
CCCC(C)NC(=O)C1c2ccccc2Oc2ccccc21 (centres undefined),8
O=C(NCc1ccc(F)cc1)c1ccc(CS(=O)(=O)Cc2ccccc2F)o1,1&-25
O=C(NC(Cc1ccccc1)C(=O)OCC(=O)N1CCc2ccccc21)c1ccco1 (centres undefined),-1
CCCn1c(SCC(=O)c2cc(OC)ccc2OC)nc2c1c(=O)n(C)c(=O)n2C,-5
Cc1cccc(NC(=O)COc2ccccc2)n1,2
N#Cc1c(NC(=O)Cn2c(=O)oc3ccccc32)oc(-c2ccccc2)c1-c1ccccc1,1
Cn1c(Cc2ccc3c(c2)OCO3)nnc1SCC(=O)N1CCc2ccccc2C1,5
CC(=O)C1=C(O)C(=O)N(c2ccc(C)c(Br)c2)C1c1cccc(F)c1 (centres undefined),5
Nc1cc(C(=O)N2CCCCC2)ccc1SCc1cccc(F)c1,-7
COCc1cc(C)nc2sc(-c3ccc(C(=O)OC)o3)c(N)c12,12
COC(=O)c1ccccc1NC(=O)c1cc2nc(-c3cccs3)cc(C(F)(F)F)n2n1,-11
Cc1ccc(C(NC(=O)C(C)C)c2ccc3cccnc3c2O)cc1 (centres undefined),2
O=C1OCc2cccc3cccc1c23,-8
CCOc1cc(C)c(S(=O)(=O)N2CCCC2)cc1C,2
Cc1cc(C)c(S(=O)(=O)Nc2ccc3oc4c(c3c2)CC(C)CC4)c(C)c1 (centres undefined),-9
O=S(=O)(NC(=NC1CCCC1)C(F)(F)F)c1ccccc1,8
COc1ccc(-n2nc3c(c2NC(=O)CCC2CCCCC2)CS(=O)C3)cc1 (centres undefined),-9
O=c1[nH]c2ccccc2c(=O)n1CC1CCCO1 (centres undefined),1
COc1ccccc1NC(=O)CSc1nnc(Cn2cnc3ccccc32)n1C,-10
COc1ccc(OC)c(C2C(C(N)=O)=C(C)Nc3nc(CCCO)nn32)c1 (centres undefined),0
O=C(CN1CCC(n2nnc3cc(F)ccc32)CC1)N1CCc2ccccc2C1,-11
CC1CCCC(C)N1C(=O)c1cc([N+](=O)[O-])ccc1Cl (centres undefined),-1
O=C(O)c1ccc2noc(-c3ccccc3)c2c1,0
COc1cc2c(cc1OC)C(COc1cc(C)cc(C)c1)N(C(=O)C1CCCCC1)CC2 (centres undefined),-3
O=S(=O)(NCc1ccco1)N1CCOCC1,-1
Cc1ccc(Cl)cc1N1CCN(C(=O)Cn2nc(C(F)(F)F)c(Br)c2C)CC1,-1
Cc1cc(C(=O)Nc2c(F)cc(F)cc2Br)no1,-23
S=c1nc(-c2ccccc2)n(CCCn2ccnc2)c2c1CCCC2,-4&-2
COc1ccc(NC(=O)CCCn2c(=O)c3sccc3n(Cc3cc(=O)n4cc(Cl)ccc4n3)c2=O)cc1,-31
CC(C)c1nnc(NC(=O)c2ccc(NC(=O)C(F)(F)F)cc2)s1,0
CCC12CN3CC(CC)(CN(C1)C3c1c(O)ccc3ccccc13)C2=O (centres undefined),-2
Clc1ccc(CSc2nc(NCC3CCCO3)c3ccccc3n2)cc1 (centres undefined),2
COCCN1Cc2cccc(C(=O)Nc3c(C)cccc3C)c2C1=O,6
Cc1ccc(N(CC(=O)NCc2ccncc2)S(=O)(=O)c2ccccc2)c(C)c1,-8
Cc1cc2c(cc1C)NC(=O)CC(C(F)(F)F)=N2,-2
COC(=O)C1=C(C(=O)OC)SC(=C2C(=S)C(C)(C)Nc3ccccc32)S1,2
CCOc1ccc(-n2nc3ccc(NC(=O)Cc4ccccc4)cc3n2)cc1,-20
CC1CCN(C(C)(C)C)CC1=O (centres undefined),7
Cc1ccc[n+](CC(=O)c2ccc(Cl)cc2)c1C,9
Fc1ccccc1C=Cc1ccc2ccccc2n1,-2
CCOC(=O)c1ccc(NS(=O)(=O)c2cc(-c3nnnn3C)ccc2OC)cc1,10
CC(=O)CSc1n[nH]c(=O)[nH]c1=O,-1
CC(C)C(c1nnnn1C1CCCC1)N1CCc2ccccc21 (centres undefined),5
COc1cc(C)cc2oc(=O)cc(C)c12,3
N#Cc1cc2c(nc1SCC(=O)N1CCCCC1)CCCCC2,2
CC(C)CCN=c1c([N+](=O)[O-])nn(-c2ccccc2)n1O,-7
COc1ccc(-c2c(C#N)c(N)nc3c2CCCCC3)cc1OC,-2
O=C(Nc1cc([N+](=O)[O-])ccc1F)c1ccco1,2
CCOc1ccc(N=C(NC#N)SCC(=O)NC2CC2)cc1,12
COc1ccc(C(C)(C#N)CC#N)cc1 (centres undefined),-3
COC(=O)C1=C(C)NC2=C(C(=O)c3ccccc32)C1c1cc(Br)ccc1OC (centres undefined),-94
CCn1c(=O)c2ccccc2n2c(SCC(=O)NCc3cccs3)nnc12,-6
O=C(Cn1nc(-c2ccccc2)c2ccccc2c1=O)Nc1cccc(C(F)(F)F)c1,-13
CCN1CCn2c3c(c4cc(Br)ccc42)CCCC31 (centres undefined),7

# Other compounds follow.
SMILES,14-3-3 PPI
CCCN1CCN(CCCNC(=O)Cn2cc3c(n2)CCCC3)CC1,0
O=C(COC(=O)c1ccc2c(c1)C(=O)N(c1cccc(O)c1)C2=O)c1ccc(Br)cc1,-1
N#Cc1nc(-c2ccco2)oc1NCc1ccc(F)cc1,4
CCCCNC(=O)c1ccc(Sc2cccc(Cl)c2)c([N+](=O)[O-])c1,-5
CCOC(=O)N1CCC(Nc2c(-c3ccc(C)c(C)c3)c(=O)c2=O)CC1,-2
CC(=O)c1cccc(Nc2cc(C)nc3ccc(C)cc23)c1,-155
O=C(Cc1ccc(Cl)c(Cl)c1)OCCN1CCCC1,-1
Cc1ccc(C)c(S(=O)(=O)C(C#N)c2nc3ccccc3nc2N2CCOCC2)c1 (centres undefined),-3
OCCn1c(-c2ccc(Cl)cc2)cn2c3ccccc3nc12,0
O=C1c2cccc([N+](=O)[O-])c2C(=O)N1C1C(=O)N(c2ccccc2F)C1c1cccc(Br)c1 (centres undefined),-1
Cc1ccc(NS(=O)(=O)c2cc(C(=O)N3CCOCC3)ccc2C)cc1C,-2
Cc1cc(NC(=O)CSc2ccc3nnc(-c4cccs4)n3n2)no1,-6
Cc1ccc2c(c1)N(CC(=O)NC1CCCC1)C(=O)CO2,6
O=C(CCS(=O)(=O)c1ccc(Br)cc1)Nc1ncc(Br)s1,-7
Cc1cccc(CN2CCN(CC(=O)NC3CCCC3)C2=O)c1,-4
COc1ccc(CN(Cc2ccccn2)C(=O)CN2C(=O)COc3ccccc32)cc1,-6
CC(C)n1c(SCCO)nc2c1c(=O)[nH]c(=O)n2C,1
CCOc1ccc(N(CC)C(=O)c2cc3c(=O)oc4ccccc4c3s2)cc1,0
COc1ccc(C(=O)NCC2(c3ccccc3)CCOCC2)cc1[N+](=O)[O-],6
O=C(C[n+]1cccc(C(=O)Nc2ccccc2)c1)c1ccc(N2C(=O)c3ccccc3C2=O)cc1,-1
COc1ccc(C(=O)N2CCN(Cc3ccccc3)CC2)cc1[N+](=O)[O-],10
CCn1c(=O)c2cc(C(=O)N3CCOCC3)sc2c2ccccc21,-2
COc1ccccc1C(c1nnnn1C1CCCC1)N1CCN2CCCC2C1 (centres undefined),1
CCOC(=O)c1c(NC(=O)c2ccccc2F)sc(C(=O)Nc2ccc(C)c(Cl)c2)c1C,7
CCCCCCCSc1nnc2nc(C)cc(C)n12,-11
CC(=NCCCn1ccnc1)C1=C(O)c2ccccc2C1=O,-2
CC1(C)C(=O)OC(c2cc(Br)ccc2O)C(C)(C)C1=O (centres undefined),3&3
CC(C)c1ccc(OCC(=O)NCCN(C)C)cc1,2
CCC(=O)N1CCN=C1SCc1ccc(Cl)cc1,5
CCC1Oc2ccc(Cl)cc2N(CC(=O)NCCc2ccc(Cl)cc2)C1=O (centres undefined),-7
O=C(C1CCN(S(=O)(=O)c2cccnc2)CC1)N1CCCCCC1,-2
Cc1ccccc1CSc1nc2c(c(=O)n1-c1ccc(Br)cc1)SCC2,-22
COc1ccccc1N1CCN(C(=O)c2cccn3c(=O)c4cc5ccccc5cc4nc23)CC1,8
Cc1ccc(-n2nnnc2SCC(=O)Nc2ccccc2N2CCCCC2)cc1C,4
CCC(C)N=C1SCC(C)(/C=N/O)S1 (centres undefined),2
CCOCCn1c(SCCc2ccccc2)nc2c1c(=O)[nH]c(=O)n2C,-2&-4
N#Cc1ccc(-c2ccc(OC(=O)c3cccnc3)cc2)cc1,-70
c1cncc(-c2nn3cnnc3s2)c1,-2
COCc1nnc(NC(=O)c2ccc(S(=O)(=O)N3CCCC3)cc2)o1,2
Fc1ccc2[nH]c3c(c2c1)CCN(CCCCc1ccccc1)C3,-34
CCn1c(SC(C)C)nc2c(c1=O)C1(CCCC1)Cc1ccccc1-2,-2
CCCCC(Sc1nc(C)cc(=O)[nH]1)C(=O)O (centres undefined),4
CCOc1ccc(C(=O)Oc2cc(=O)oc3ccccc23)cc1,-9
CCc1ccccc1NC(=O)C(Cc1ccccc1)NS(=O)(=O)c1cccs1 (centres undefined),-8
O=C(NC1CCS(=O)(=O)C1)C12CC3CC(CC(C3)C1)C2 (centres undefined),4
O=C(CC1(O)C(=O)Nc2ccc(Br)cc21)c1ccc2c(c1)OCO2 (centres undefined),-9
CCC(C)NC(=O)Cn1cnc2sc3c(c2c1=O)CCCC3 (centres undefined),1
Cc1ccc2c(c1)N(CCC(=O)NCc1cccnc1)C(=O)CO2,-8&-2
COc1ccc(C2NC(=O)NC(C)=C2C(=O)c2ccccc2)cc1 (centres undefined),-8
COc1ccc(N2C(=O)CC(Nc3ccc(Cl)cc3)C2=O)cc1 (centres undefined),-8
Cc1nc2c(C(=O)NC(C)c3ccccc3)c[nH]n2c(=O)c1Cl (centres undefined),-6
CN1CC=C2C(C#N)=C(N)C(C#N)(C#N)[C@H](c3cccc(Cl)c3)C2C1 (some centres undefined),-39
COc1ccc(C2C(=O)N(C3CCCCCC3)CC(=O)N2Cc2ccc3c(c2)OCO3)cc1 (centres undefined),2
COc1ccc(CN2CN(C(C)C)CSC2=S)cc1,-2&1
CC1(C)CC(NS(=O)(=O)c2ccc(S(N)(=O)=O)cc2)CC(C)(C)N1,-5
COc1ccc(CC(=O)Nc2nnc(C34CC5CC(CC(C5)C3)C4)s2)cc1,-21
CN(CC(=O)O)S(=O)(=O)c1ccc(Br)cc1,-3
COc1cccc(-c2nc(S(=O)(=O)c3ccccc3)c(NCc3ccccc3)o2)c1,-1
CCC(C)OC(=O)C1=C(C)NC(=O)NC1c1cccc([N+](=O)[O-])c1 (centres undefined),0
COc1ccc(-c2noc(-c3ccccc3C(=O)Nc3cccc(OC)c3)n2)cc1,10

# Among those listed so far, 15 have a Cl atom:
SMILES,14-3-3 PPI
Cc1c(Cl)cccc1NC(=O)CSc1nnc(CCNC(=O)OC(C)(C)C)o1,0
CC1CCCC(C)N1C(=O)c1cc([N+](=O)[O-])ccc1Cl (centres undefined),-1
Cc1ccc(Cl)cc1N1CCN(C(=O)Cn2nc(C(F)(F)F)c(Br)c2C)CC1,-1
COc1ccc(NC(=O)CCCn2c(=O)c3sccc3n(Cc3cc(=O)n4cc(Cl)ccc4n3)c2=O)cc1,-31
Clc1ccc(CSc2nc(NCC3CCCO3)c3ccccc3n2)cc1 (centres undefined),2
Cc1ccc[n+](CC(=O)c2ccc(Cl)cc2)c1C,9
CCCCNC(=O)c1ccc(Sc2cccc(Cl)c2)c([N+](=O)[O-])c1,-5
O=C(Cc1ccc(Cl)c(Cl)c1)OCCN1CCCC1,-1
OCCn1c(-c2ccc(Cl)cc2)cn2c3ccccc3nc12,0
CCOC(=O)c1c(NC(=O)c2ccccc2F)sc(C(=O)Nc2ccc(C)c(Cl)c2)c1C,7
CCC(=O)N1CCN=C1SCc1ccc(Cl)cc1,5
CCC1Oc2ccc(Cl)cc2N(CC(=O)NCCc2ccc(Cl)cc2)C1=O (centres undefined),-7
COc1ccc(N2C(=O)CC(Nc3ccc(Cl)cc3)C2=O)cc1 (centres undefined),-8
Cc1nc2c(C(=O)NC(C)c3ccccc3)c[nH]n2c(=O)c1Cl (centres undefined),-6
CN1CC=C2C(C#N)=C(N)C(C#N)(C#N)[C@H](c3cccc(Cl)c3)C2C1 (some centres undefined),-39

# New compounds follow.
SMILES,14-3-3 PPI
COc1ccc(C2CC(=O)c3c([nH]c(C(=O)OC(C)C)c3C)C2)cc1OC (centres undefined),-2
O=C(COC(=O)c1ccc(NC(=O)c2cccs2)cc1)c1ccccc1,-3
CCOC(=O)c1c(NC(=O)C(C)S(=O)(=O)c2cn(CC)c3ccccc23)sc2c1CCCCC2 (centres undefined),-2
O=C(NCC1COc2ccccc2O1)C1CCCN(S(=O)(=O)c2cccc3nsnc23)C1 (centres undefined),-7
COc1ccc(C2CC(c3ccccc3)Nc3nc(NC(=O)c4cccs4)nn32)cc1 (centres undefined),-6
CN(Cc1ccccc1)C1CC(=O)N(c2ccc(I)cc2)C1=O (centres undefined),-7
CCN(CC)S(=O)(=O)c1ccc(C(=O)NC2=C(C(=O)OC)SCC2)cc1,-4
O=C(Cn1cnc2c(nnn2-c2ccccc2)c1=O)NCC1CCCO1 (centres undefined),4
CCN(CC)C(c1ccc(C)cc1)c1c(O)[nH]c(=O)[nH]c1=O (centres undefined),0
Cc1ccc(S(=O)(=O)NC(=O)NN2CCCCCC2)cc1,6&-2
Clc1ccccc1Cc1noc(-c2cccs2)n1,-1
COc1ccccc1N=C1SC(C(=O)Nc2ccc(C(=O)O)cc2)CC(=O)N1C (centres undefined),4
Cc1c(Cl)cccc1NC(=O)c1ccc2c(c1)OCCO2,-7

# Molecules above that have a COOH group, in the order listed:
SMILES,14-3-3 PPI
O=C(O)c1ccc2noc(-c3ccccc3)c2c1,0
CCCCC(Sc1nc(C)cc(=O)[nH]1)C(=O)O (centres undefined),4
CN(CC(=O)O)S(=O)(=O)c1ccc(Br)cc1,-3
COc1ccccc1N=C1SC(C(=O)Nc2ccc(C(=O)O)cc2)CC(=O)N1C (centres undefined),4

# Not all compounds are listed; rates above refer to the full screens.
